SIAE primary: human SIAE inhibition, primary screen | Q9HAT2 | SIAE FP-Rh probe binding, fluorescence polarization | inhibition, % at 9.66 µM | 370,000 tested, 0.69% active;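 active = inhibition above a cutoff: mean of compounds within the control limits plus 3 SD of those, cut at about 17% in these data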;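 note: 0% = plate median of compound wells and 100% = probe without SIAE protein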
mABHD4 FP: ABHD4 (mouse) inhibition, primary FP screen; AID 720543; 370,000 tested, 0.54% active; inhibition, % at 8.92 µM; purified mABHD4, FP-Rh probe fluorescence polarization; Q8VD66;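 active = inhibition exceeding the mean over every tested compound plus 3 SD, cut at about 30% in these data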;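 note: 0% = plate median of compound wells and 100% = S159A mutant with DMSO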
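Assay system: Wild-type mouse ABHD4 protein | Medium: HEPES pH 7.0 buffer, 150 mM NaCl, 0.01% Pluronic F-127 | Incubation: Enzyme–compound pre-incubation 45 min, then probe 60 min, both 25 °C | Technique: Fluorescence polarization with parallel and perpendicular emission, 525/598 nm | Evaluation: % inhibition of FP-Rh probe binding versus controls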
DDE Tn7 FP inh: disrupts Tn7 cyclic peptide binding to fibrin D-Dimer-E complex. FP displacement of FITC-Tn7 peptide from fibrin DD(E); 0% = median of compound wells per plate. 370,000 tested, 0.13% active. AID 720508. inhibition, % at 8.3 µM. P02675;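 active = inhibition above the mean of compounds falling within the control limits plus 3 SD of them, cut at about 14% in these data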;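 note: 0% = plate median of compound wells and 100% = 10 µM Aha-Tn7 peptide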
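Assay system: human fibrin DD(E). Input: DD(E) 2 µM final. Medium: Tris buffer with calcium and detergent, pH 7.8. Compound dosing: single point at 8.3 µM. Timing: 10 min plus 3 h, room temperature. Technique: fluorescence polarization of the labelled Tn7 tracer. Read-out: percent inhibition. Replicates: singlicate testing.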
PG9 Ab binder: small molecules binding HIV-1 gp120 antibody PG9; TR-FRET gp120-PG9 antibody binding; inhibition, % at 6.7 µM; 360,000 tested, 0.43% active; in the data active = inhibition above about 8.5%
TCR-CD3 inh: blocks the human TCR-CD3 interaction; TAMRA-labeled TCR probe fluorescence, biochemical; inhibition, % at 9.4 µM; 360,000 tested, 0.37% active; in the data active = inhibition above about 19%;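 note: recombinant mutant TCR 2C K166C tagged with TAMRA read by polarization; 0% = receptor in buffer alone and 100% = receptor with positive control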
UHRF1 MBD2 ctr: human UHRF1 methylated DNA binding inhibitors; Q96T88; UHRF1 binding to methylated oligo, TR-FRET; 370,000 tested, 0.75% active; inhibition, % at 4.4 µM; in the data active = inhibition above about 21%;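 note: UHRF1 SRA domain binding a hemimethylated CpG hairpin DNA probe; 0% = median of test compound wells and 100% = reference inhibitor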
PRMT1 FP inh: inhibitors of human PRMT1; inhibition, % at 2.79 µM; AID 652257; 370,000 tested, 1.3% active; recombinant PRMT1, activity-based probe fluorescence polarization;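 active = inhibition above about 21% made by adding two undisclosed values, limit read from the data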
LEDGF integ inh: blocks HIV-1 LEDGF/p75-dependent DNA integration; TR-FRET IN-LEDGF/p75 DNA integration, Eu/Cy5; inhibition, % at 3.7 µM; 370,000 tested, 0.64% active;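 active = inhibition above the screen-wide mean plus 3 SD, cut at about 13% in these data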;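 note: signal is the Cy5 over europium emission ratio at 671 and 618 nm; 0% = plate median of compound wells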
TDP2 inh: blocks human TDP2 phosphodiesterase activity. O95551. recombinant TDP2, T5PNP hydrolysis, p-nitrophenol absorbance 415 nm. inhibition, % at 12.8 µM. 370,000 tested, 0.34% active;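 active = inhibition above the mean of all tested compounds plus 3 SD, set per campaign, cut at about 25% in these data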;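 note: 0% = DMSO with enzyme and 100% = buffer with substrate but no TDP2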
Target sequence (O95551 whole entry, looked up): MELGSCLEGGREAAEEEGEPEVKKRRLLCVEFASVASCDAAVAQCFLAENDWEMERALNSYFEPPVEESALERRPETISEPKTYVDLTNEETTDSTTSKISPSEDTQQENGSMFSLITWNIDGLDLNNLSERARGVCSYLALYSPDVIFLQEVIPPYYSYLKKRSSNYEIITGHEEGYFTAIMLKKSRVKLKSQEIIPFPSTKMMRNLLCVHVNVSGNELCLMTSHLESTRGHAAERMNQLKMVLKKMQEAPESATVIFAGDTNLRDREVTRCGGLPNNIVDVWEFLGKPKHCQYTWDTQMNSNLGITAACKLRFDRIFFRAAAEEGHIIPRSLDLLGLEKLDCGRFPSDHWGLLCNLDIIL
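Material: recombinant human TDP2; quantity: TDP2 enzyme at 120 nM final; medium: Tris-HCl pH 7.5 with MgCl2; compound: single concentration, 12.8 µM nominal, with 1% DMSO; incubation: 2 h enzyme incubation at 37 °C; signal: epi absorbance; measure: percent inhibition; benchmarks: high control without enzyme, low control DMSO plus TDP2; repeats: singlicate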
HTRA1 inhibitor: blocks human HTRA1 serine peptidase. recombinant HTRA1, FP-rhodamine activity-based probe, fluorescence polarization. inhibition, % at 5.96 µM. 340,000 tested, 0.5% active. AID 504803; in the data active = inhibition above about 36%;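 note: 0% = enzyme with DMSO and 100% = wells lacking enzyme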
Target sequence (Q92743 whole entry, looked up): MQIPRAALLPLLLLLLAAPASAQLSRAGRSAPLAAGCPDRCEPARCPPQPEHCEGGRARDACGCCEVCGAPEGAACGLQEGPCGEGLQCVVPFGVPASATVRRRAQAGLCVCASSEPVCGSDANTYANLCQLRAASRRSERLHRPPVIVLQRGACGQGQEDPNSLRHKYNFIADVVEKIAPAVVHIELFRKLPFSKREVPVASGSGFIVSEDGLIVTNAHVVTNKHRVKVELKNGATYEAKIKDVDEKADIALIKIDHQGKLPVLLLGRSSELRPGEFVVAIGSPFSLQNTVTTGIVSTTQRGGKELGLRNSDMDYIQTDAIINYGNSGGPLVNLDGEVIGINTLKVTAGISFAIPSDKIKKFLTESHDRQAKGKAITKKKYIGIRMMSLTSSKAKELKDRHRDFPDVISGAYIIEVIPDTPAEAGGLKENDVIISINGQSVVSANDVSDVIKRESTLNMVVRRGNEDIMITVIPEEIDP
Starred values were filed as active, the others as inactive; x = no result given.

SMILES	SIAE primary	mABHD4 FP	DDE Tn7 FP inh	PG9 Ab binder	TCR-CD3 inh	UHRF1 MBD2 ctr	PRMT1 FP inh	LEDGF integ inh	TDP2 inh	HTRA1 inhibitor
CC(C)(C)C(=O)c1cn(Cc2ccccc2)c2ccccc12	8	-10	-4	1.2	-4	-1	1	1	2	-24
O=C1/C(=C/c2cc([N+](=O)[O-])ccc2Cl)N2CCC1CC2	1	0	-5	-2.8	-3	1	1	2	-3	-5
c1cc2c(c(NC3=NCCCS3)c1)CCCC2	2	5	-3	0.9	7	-1	-4	-1	-3	4
CC1CCCC(NC(=O)CNC(=S)N2CC3CC(C2)c2cccc(=O)n2C3)C1C (stereo unspecified)	0	-7	-3	0.3	8	-1	0	6	6	4
Nc1ccnn1C1CCNCC1	13	0	6	1.3	-1	-2	-3	-2	11	3
CCCCCCOc1ccc(CN2CCN(C)CC2)cc1	6	7	-11	0.3	-3	1	0	3	-11	2
O=C1C2CCCN2C(c2cccc(Cl)c2)N1c1ccccn1 (stereo unspecified)	9	3	5	5.1	-7	1	-2	1	-3	1
COc1ccc(CN2Cc3cc(-c4ccc(OC)cc4)ccc3-n3nncc3C2)cc1	-6	-11	-6	-1.4	2	1	-1	17*	-3	x
CN1c2ccc(Br)cc2[C@@H]2NCC[C@@H]2[C@@H]1CO	0	5	5	x	x	-4	-1	-3	-7	x
CC(NC(=O)N1CC1(C)C)c1ccccc1 (stereo unspecified)	0	1	2	-1.4	0	-1	1	1	6	-1
O=C1Nc2ccccc2/C1=C/c1nc2ccccc2c(=O)n1-c1ccc(O)cc1	2	15	-3	-0.5	-4	-1	5	0	-6	-4
CCOc1ccc(C2SCC(=O)Nc3c2c(=O)[nH]n3C2CCCCCC2)cc1 (stereo unspecified)	-2	-1	3	-2.0	1	-2	2	3	0	2
S=C(NC1CCCCC1)N1CCC(c2cnc[nH]2)CC1	-1	4	-7	-0.6	-7	1	0	-1	3	4
C[C@]12CC[C@H](O)C[C@@H]1CC[C@H]1[C@H]3CCC(=O)[C@@]3(C)CC[C@@H]12	-3	10	0	1.1	-2	2	0	-1	-4	-5
COc1ccc(OC(=O)N(C)C[C@@H]2OCc3cnnn3CCCC(=O)N([C@H](C)CO)C[C@H]2C)cc1	0	1	1	-2.1	2	1	4	-2	2	7
COc1ccc(-n2c(C)nc3cc(C(=O)N4CCC5(CC4)OCCO5)ccc32)cc1	-5	-7	1	2.2	-4	4	3	-3	0	2
O=C(CCN1CCCCC1)NCC(=O)Nc1ccc(Br)cc1C(=O)c1ccccc1	-12	6	-3	-1.1	0	-2	-5	0	-3	-2
O=C(Cn1cnc2ccccc2c1=O)NCC(=O)N1CCC2(CC1)OCCO2	-2	-2	-2	-2.1	6	2	-1	0	-6	-1
CS(=O)(=O)N1Cc2cc(Br)ccc2-n2nncc2C1	0	-2	-6	-0.7	-4	0	-9	1	1	x
Cc1cc(C=C2C(=O)N(C)C(=S)N(C)C2=O)c(C)n1-c1ccncc1	-14	-4	1	-0.7	-18	-1	6	0	-1	x

Overlap with the part before: 3 compounds, then new ones.
SMILES	SIAE primary	mABHD4 FP	DDE Tn7 FP inh	PG9 Ab binder	TCR-CD3 inh	UHRF1 MBD2 ctr	PRMT1 FP inh	LEDGF integ inh	TDP2 inh	HTRA1 inhibitor
O=C(Cn1cnc2ccccc2c1=O)NCC(=O)N1CCC2(CC1)OCCO2	-2	-2	-2	-2.1	6	2	-1	0	-6	-1
CS(=O)(=O)N1Cc2cc(Br)ccc2-n2nncc2C1	0	-2	-6	-0.7	-4	0	-9	1	1	x
Cc1cc(C=C2C(=O)N(C)C(=S)N(C)C2=O)c(C)n1-c1ccncc1	-14	-4	1	-0.7	-18	-1	6	0	-1	x
CC1C(c2cccs2)=[N+]([O-])C(C)(C(=O)c2ccc(Cl)cc2)N1O (stereo unspecified)	0	-2	5	-1.8	0	1	1	1	0	-1
CC(=O)OC1C2CCC1C(N1CCCC1)CC2 (stereo unspecified)	-6	-9	-8	-0.2	6	0	-1	0	-10	11
CCN(CC)c1ccc(N=Cc2c(O)n(-c3ccccc3C)c(=O)[nH]c2=O)cc1	12	64*	-4	-5.0	18	4	28*	28*	7	60*
CCC(C)N1C(=O)/C(=C\c2ccc(N3CCCCCC3)cc2)C(=O)NC1=S (stereo unspecified)	-99	-42	6	0.6	-33	-4	9	0	-2	-20
O=C(Nc1cccc(C(F)(F)F)c1)OC1CN2CCC1CC2 (stereo unspecified)	9	7	-5	-1.3	-1	0	-1	-5	4	3
CCOc1ccc(CC2C(=O)NC(=O)N(c3ccc(CC)cc3)C2=O)cc1 (stereo unspecified)	3	-10	-7	-1.3	11	-2	0	-3	-9	1
COc1cc(NC(=O)CN2C3CCC2CC(O)(c2cccnc2)C3)cc(OC)c1 (stereo unspecified)	10	0	5	-2.7	11	3	-3	2	-5	-1
COc1cc(C2c3cc(O)c(OC)cc3CC3C(=O)OCC32)ccc1O (stereo unspecified)	9	3	3	-1.1	-1	0	3	14*	6	5
Fc1ccc(N2Cc3ccccc3-n3nncc3C2)cc1	9	2	4	-1.7	2	1	1	21*	0	x
COc1ccccc1NC(=O)COC(=O)c1cc(C)n(C2CC2)c1C	-8	-14	1	0.1	-10	8	8	-1	-9	-3
Cc1cc(OC(=O)c2ccco2)c2c3c(c(=O)oc2c1)CCC3	5	2	-3	-0.6	7	0	-3	-1	6	21
CN(C)CC1Oc2ccccc2OC1(O)c1ccccc1 (stereo unspecified)	5	1	-6	-0.8	7	-1	19	1	-15	3
CC12CCC(O)CC1CCC1C2CCC2(C)C(C3=CC(=O)OC3)C(O)CC12O (stereo unspecified)	-2	-1	2	-1.2	1	1	-3	6	-2	-1
CN(C)c1cc(N)c2c(n1)CCC2 (tested in a mixture with another compound)	0	0	-1	-3.2	2	0	1	2	-9	0
COC(=O)C(O)(c1ccc(NC(=O)NC2CCCCC2)cc1)C(F)(F)F (stereo unspecified)	9	-2	0	-2.7	3	0	2	2	-2	-2
O=C1NC(=O)C(=Cc2ccc(N3CCOCC3)o2)C(=O)N1	-8	4	-17	-5.8	-4	-38	-43	-1	0	1
COc1ccc(O)c(C(C)(C)C)c1	8	-7	3	0.1	0	-2	2	0	-1	5
CC(=O)CC(C)(C)n1c[n+](C)nn1	1	6	1	0.6	-3	3	-3	-4	-11	-1
CC(C)c1ccccc1NC1=NCCCS1	5	7	7	0.1	2	2	3	-3	-4	0
NC(=S)/N=C/c1c(O)[nH]c(=O)[nH]c1=O	-5	3	-6	-3.4	10	-7	34*	-1	-9	9
COc1ccc(C(=O)C2CCCN(Cc3ccc(F)cc3F)C2)cc1F (stereo unspecified)	7	-6	-6	0.7	0	-2	-2	-2	19	-6
CC1=Nc2cc(C(=O)N3CCC4(CC3)OCCO4)ccc2Sc2ccc(Cl)cc21	5	1	0	0.6	-5	-2	-4	2	1	-11
CN(C)C(=O)Oc1ccc(-c2cn3cc(Cl)ccc3n2)cc1	4	-4	8	-1.4	3	-7	-3	-3	20	1
CCN(CC)c1ccc([N+](=O)[O-])c2cccnc12	-2	3	5	-2.8	4	-10	0	-6	-2	-6
CC(Cc1ccccc1)NC(N)=O (stereo unspecified)	0	4	6	0.4	-3	0	4	-4	-11	4
COC(=O)C1=C(c2ccc(F)cc2OCc2ccccc2)C[C@@H]2CC[C@H]1N2C(=O)NC1CCN(Cc2ccccc2)CC1	7	7	-3	1.1	7	-2	-1	0	6	-18
O=C(COc1ccc2c3c(c(=O)oc2c1)CCC3)N1C[C@H]2C[C@@H](C1)c1cccc(=O)n1C2	-7	4	5	0.0	-6	0	1	-2	11	9
C=CCn1c(O)c(C(C)=NC(C)c2ccccc2)c(=O)[nH]c1=O (stereo unspecified)	0	-2	0	-0.4	-8	-1	4	1	3	2
CCOC(=O)c1c(C)n(Cc2ccccc2)c2ccc(OCC(O)Cn3nc(C)cc3C)cc12 (stereo unspecified)	-3	-36	-2	0.1	-4	2	2	1	-4	-53
Cc1nn(Cc2ccccc2)c(C)c1C(=O)NCc1ccccc1	2	-6	-1	0.4	2	15	1	-6	-2	5
BrCCc1ccccc1	-4	-7	4	-0.8	-6	7	6	-5	0	9
O=C(CCc1nnc2ccc(NCc3ccccc3Cl)nn12)N1CCC2(CC1)OCCO2	12	-3	2	-1.2	4	-1	1	-1	-1	-1
NC(Cc1ccc(F)cc1)c1csc(Nc2cnccn2)n1 (stereo unspecified)	1	-1	-2	0.8	-12	1	4	0	2	x
O=C1CC23c4ccccc4N4C(=O)CC5OCC=C6CN1C2CC6C5C43 (stereo unspecified)	-1	7	-3	-1.5	8	0	-1	0	-4	-1

By substructure: those above containing an aryl methoxy group
SMILES	SIAE primary	mABHD4 FP	DDE Tn7 FP inh	PG9 Ab binder	TCR-CD3 inh	UHRF1 MBD2 ctr	PRMT1 FP inh	LEDGF integ inh	TDP2 inh	HTRA1 inhibitor
COc1ccc(CN2Cc3cc(-c4ccc(OC)cc4)ccc3-n3nncc3C2)cc1	-6	-11	-6	-1.4	2	1	-1	17*	-3	x
COc1ccc(OC(=O)N(C)C[C@@H]2OCc3cnnn3CCCC(=O)N([C@H](C)CO)C[C@H]2C)cc1	0	1	1	-2.1	2	1	4	-2	2	7
COc1ccc(-n2c(C)nc3cc(C(=O)N4CCC5(CC4)OCCO5)ccc32)cc1	-5	-7	1	2.2	-4	4	3	-3	0	2
COc1cc(NC(=O)CN2C3CCC2CC(O)(c2cccnc2)C3)cc(OC)c1 (stereo unspecified)	10	0	5	-2.7	11	3	-3	2	-5	-1
COc1cc(C2c3cc(O)c(OC)cc3CC3C(=O)OCC32)ccc1O (stereo unspecified)	9	3	3	-1.1	-1	0	3	14*	6	5
COc1ccccc1NC(=O)COC(=O)c1cc(C)n(C2CC2)c1C	-8	-14	1	0.1	-10	8	8	-1	-9	-3
COc1ccc(O)c(C(C)(C)C)c1	8	-7	3	0.1	0	-2	2	0	-1	5
COc1ccc(C(=O)C2CCCN(Cc3ccc(F)cc3F)C2)cc1F (stereo unspecified)	7	-6	-6	0.7	0	-2	-2	-2	19	-6

Some of the compounds tested. The share of hits here may be higher or lower than overall.
